PfHsp40 yeast: rescue of yeast from PfHsp40 toxicity, primary screen, S. cerevisiae, ATP luminescence. hit rate 0.68% among 340,000. AID 504582, 2011. growth rescue, % at 12.5 µM. S. cerevisiae expressing PfHsp40, growth rescue; in the data active = growth rescue above about 28%, passing the limit was not always enough;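 also: yeast W303a lacking pdr1 and pdr3 grown in galactose medium; growth measured after three days at 30 °C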
UGM FP inh: M. tuberculosis UGM enzyme inhibitors, primary screen, biochemical, fluorescence polarization, single point; UDP-galactopyranose mutase (Mycobacterium tuberculosis (strain ATCC 25618 / H37Rv)), …; hit rate 0.06% among 320,000; inhibition, % at 10 µM; purified UGM, fluorescence polarization probe displacement; in the data active = inhibition above about 10%, passing the limit was not always enough
Mtb FBA inh: Mtb FBA enzyme inhibitors, primary screen, biochemical, fluorescence, strain H37Rv. Fructose-bisphosphate aldolase (Mycobacterium tuberculosis (strain ATCC 25618 / H37Rv)), …. inhibition, % at 1 µM. purified M. tuberculosis FBA, fluorescence read-out. hit rate 2.3% among 360,000. AID 588726, 2011; in the data active = inhibition above about 27%;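 also: 0% = vehicle and 100% = reference inhibitor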
GDH-TPI counter: GDH-TPI coupling enzyme inhibitors, primary screen, artefact control for M. tuberculosis FBA inhibitor project, biochemical, absorbance, full deck | hit rate 1.2% among 360,000 | inhibition, % at 4.8 µM | GDH-TPI coupled enzyme counterscreen, NADH absorbance; in the data active = inhibition above about 30%;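 also: 0% = DMSO wells and 100% = wells lacking the enzyme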
FadD28 binding: inhibitors of FadD28 bisubstrate probe binding, primary screen, biochemical, fluorescence polarization, single point; Mycobacterium tuberculosis FadD28 fatty-acid-AMP ligase; AID 588549, 2011; inhibition, % at 12.5 µM; hit rate 0.22% among 360,000; in the data active = inhibition above about 8.5%, passing the limit was not always enough
Vc quorum ag: inducers of Vibrio cholerae quorum light production without autoinducers, primary screen, BH1578 luxS cqsA deficient, single point; activation, % at 18.7 µM; V. cholerae BH1578 lux reporter, luminescence, 6 h; hit rate 0.16% among 350,000; AID 588436, 2011; in the data active = activation mostly above about 9.7%, no sharp cut-off; also: not every result past the cut was called active; inactives centre near 0; reference of the scale not given here
BioA inh: M. tuberculosis BioA enzyme inhibitors, primary screen, biochemical, plate reader, single point, HTS; inhibition, % at 9.99 µM; 7,8-diaminopelargonic acid synthase BioA (Mycobacterium tuberculosis); hit rate 0.096% among 360,000; purified M. tuberculosis BioA enzyme; in the data active = inhibition above about 40%
TcdB inh: TcdB glycohydrolase inhibitors, primary screen, biochemical, single point, plate reader | Toxin B (Clostridioides difficile), P18177 | TcdB glycohydrolase enzymatic assay | inhibition, % at 9.99 µM | hit rate 0.24% among 350,000; in the data active = inhibition above about 10%
Y pestis TopoI: Yersinia pestis topoisomerase I inhibitors, primary screen, biochemical, cleavage product accumulation, plate reader, single point; DNA topoisomerase I (Yersinia pestis CO92); Y. pestis Topo-I cleavage product accumulation; activity, % at 10 µM; hit rate 0.064% among 360,000; in the data active = activity above about 50%, passing the limit was not always enough; also: inactives centre near 2
The depositor's hits bear a star; i = inactive; / = not tested or not shown; + = active, no number; & = joins results of further samples.

SMILES	PfHsp40 yeast	UGM FP inh	Mtb FBA inh	GDH-TPI counter	FadD28 binding	Vc quorum ag	BioA inh	TcdB inh	Y pestis TopoI
COc1ccccc1/C=C/CN1CCCCC1	-1.1	0.1	-5	-6	-4.1	-0.4	0.5	0.1	9
O=C(O)c1ccccc1C(=O)Nc1ccc(Br)c(C(F)(F)F)c1	0.6	0.2	-2	-1	-2.6	-0.4	/	0.8	5
COc1ccccc1C(=O)NC(=O)COC(=O)Cc1ccc(F)cc1	-0.2	0.0	7	9	-0.4	i	-3.2	1.1	-5
CC(Oc1ccc2c3c(c(=O)oc2c1)CCC3)C(=O)NCc1ccccn1 (configuration not stated)	0.7	-0.5	15	2	-2.2	-0.3	16	1.3	-11
COc1ccc(CCNC(=O)Cn2nnc(-c3cccc(OC)c3OC)n2)cc1OC	0.2	4.2	3	-16	0.0	-0.1	-0.8	1.3	0
Cc1ccn2c(/C=N/OCc3cccc(F)c3)c(-c3ccc(Cl)cc3)nc2c1	0.4	1.2	4	12	-2.0	4.5	-0.5	/	-3
CCOc1ncccc1C(=O)OCC(=O)NC(=O)c1ccccc1	0.4	0.7	-1	3	/	-5.7	1.0	-1.0	7
O=C(c1ccc(CN2CCOCC2)cc1)N1CCN(c2ccccc2F)CC1	1.3	5.7	2	6	-1.2	-0.5	-0.2	/	-5
Brc1ccc(OCCn2ccnc2)cc1	-1.7	1.5	-3	10	-3.1	i	-0.6	1.5	-7
NC(=O)[C@@H]1CC2(CC(c3cccc(NC(=O)[C@H]4CCC(=O)N4)c3)=NO2)CN1C(=O)COc1ccc(Cl)cc1 (some centres not stated)	0.3	-1.1	0	-5	-1.5	0.0	-1.0	1.4	-14
CC(=O)Nc1ccc(C(=O)N2CCCCC2c2cc(C(=O)Nc3ccccc3)no2)cc1 (configuration not stated)	/	/	3	6	0.7	i	1.3	0.7	14
CCOc1cc2[nH]c(=O)n(CCC(=O)NCCc3ccccc3)c(=O)c2cc1OCC	-0.2	1.5	2	-1	-0.1	5.0	1.4	/	0
CN1CCC(C2(O)c3ccccc3CCc3ccccc32)CC1	-1.1	-2.8	2	-1	0.8	-0.1	-0.5	-2.5	-3
CC(=O)N1[C@H](Cc2ccccc2)C=C[C@]1(C)C(=O)NCCN1CCOCC1	0.1	0.6	0	8	-1.2	1.2	-0.7	0.7&-7.0	-2
O=C(CSc1nc2c(cnn2-c2ccccc2)c(=O)[nH]1)N1CCCCC1	0.7	0.5	4	8	-0.6	2.1	/	-1.2	-4
COc1cnn(-c2ccc(C)cc2)c(=O)c1Cl	0.1	0.5	2	9	-0.3	-0.2	/	0.2	-5
CCN(CC)C(=O)c1ccccc1NC(=O)c1ccccc1C	-1.4	-0.1	1	2	1.6	0.0	/	0.9	19
O=C(OCn1nnc2ccccc2c1=O)c1cc(-c2ccccc2)nc2ccccc12	0.8	/	-4	2	-2.9	-0.4	/	0.2	5
CC(C)CNS(=O)(=O)c1ccc(CCC(=O)Nc2cc(Cl)ccc2Oc2ccccc2)cc1	-0.2	-0.1	-3	3	-5.8	-0.8	-2.7	/	35
COc1ccc(OCC(O)COc2ccc(OC)cc2)cc1	-1.1	2.4	2	0	-4.6	-0.5	0.1	/	-1
O=C(NCC(c1ccco1)N1CCCC1)c1cccc(NS(=O)(=O)c2ccccc2)c1 (configuration not stated)	0.2	4.3	-2	2	-5.7	i	/	3.0	2
COc1ccc(NC(=O)CC(C)c2ccccc2)cc1S(=O)(=O)N1CCOCC1 (configuration not stated)	-0.3	-4.5	1	7	/	i	-0.9	-0.1	-6
CCn1c(SCC(=O)N2CCCC2)nc2c(c1=O)SCC2	-0.2	-0.6	0	12	0.8	i	4.6	-0.3	-4
O=C1CC(N2CCOCC2)C(=O)N1c1ccc2c(c1)OCO2 (configuration not stated)	6.1	-0.3	4	-1	-2.5	i	-2.8	/	-6
COc1ccc2c(c1)[nH]c1c(=O)n(CCN3CCOCC3)cnc12	0.5	-1.9	5	4	-3.9	i	-0.2	0.0	3
COC(=O)c1cccc(NC(=O)C2COc3ccccc3O2)c1C (configuration not stated)	0.0	0.2	4	10	-1.0	-5.4	-0.9	/	6
COc1ccc(N(CC(O)Cn2c(C)nc3ccccc32)S(=O)(=O)c2ccc(C)cc2)cc1 (configuration not stated)	-0.3	2.2	2	7	-1.6	-0.3	/	/	16
COc1ccc(OCc2nc(-c3ccc(F)c(F)c3)cs2)cc1	-0.8	-1.9	-2	-3	1.3	i	-1.0	1.4	3
O=C(c1ccc(Cl)cc1)C1CCCN(Cc2ccc(Oc3ncccn3)cc2)C1 (configuration not stated)	-0.6	1.8	3	22	-2.5	-0.2	0.6	1.5	12
NS(=O)(=O)c1cc(C(=O)OCC(=O)Nc2ccc3c(c2)OCO3)ccc1Cl	-1.1	-1.3	0	2	0.6	i	0.5	-0.3	1
CCOC(=O)c1cc(C)sc1N1C(=O)C2C3C=CC(C3)C2C1=O (configuration not stated)	0.3	-1.5	1	-7	-4.3	30*	1.0	/	5
O=[N+]([O-])c1cccc(C=NN=C2c3ccccc3-c3ccccc32)c1	0.5	/	30*	9	-1.8	1.1	/	8.1	-5
COc1cccc(-c2cnc3c(NC(C)=O)cc(-c4cccc(C(=O)NCCO)c4)cn23)c1	/	/	-1	8	-8.6	i	2.4	-12	8
Cc1cc2cc(C=C(C#N)C#N)c(Cl)nc2cc1C	0.9	1.0	11	12	-1.1	-0.3	-4.4	-0.3	-1
COc1ccc(NC(=O)CSc2nc(C(C)C)nc3c2c(=O)n(C)c(=O)n3C)c(OC)c1	-0.7	0.5	2	1	-1.5	i	-1.4	1.5	3
CCOc1ccccc1CNCCNCC(C)O (configuration not stated)	-0.8	-0.2	-3	2	-0.3	-0.3	-2.1	/	-10
CC(=O)N/N=C(/C)c1ccc(NC(=O)c2csc(C)c2C)cc1	-0.1	2.7	9	3	-2.7	i	0.4	-0.9	-1
COc1cc(NC(=O)Cc2ccc(OC)c(S(=O)(=O)N3CCOCC3)c2)c(OC)cc1Cl	-0.8	-0.7	0	6	-1.6	-0.3	1.1	1.3	2
CN1CCN(c2ccc(NC(=O)c3cc([N+](=O)[O-])ccc3N3CCOCC3)cc2)CC1	-0.2	2.0	-1	9	-1.1	i	3.9	2.2	-2
C=CC[C@@H](CC(=O)OC(C)(C)C)C(=O)OC[C@H]1CCCN1C(=O)[C@@H](CC=C)CC(=O)N[C@H](CO)Cc1ccccc1	-1.0	-3.8	3	0	1.6	i	2.4	1.6	19
COc1ccc(CCNC(=O)c2cc(-c3ccc(C)c(C)c3O)n[nH]2)cc1OC	-0.9	-0.7	0	3	-5.0	-0.2	-0.6	/	9
Cc1ccccc1C(=O)OC1OC(=O)C(Cl)=C1Nc1ccccc1 (configuration not stated)	2.4	-0.9	0	5	-29	1.1	/	0.1	2
COc1ccc(C2C(C(=O)O)CCC(=O)N2c2ccc(OC)cc2)cc1 (configuration not stated)	-0.6	-0.6	0	2	1.1	i	-3.2	0.1	-4
CCOC(=O)N(C)S(=O)(=O)c1ccccc1[N+](=O)[O-]	-0.2	-2.5	3	14	-1.1	i	/	1.0	-2
Fc1ccc(NC(=S)N2CCN(C/C=C/c3ccccc3)CC2)c(F)c1	0.7	1.4	1	3	-2.6	-0.2	/	0.8	19
CNC(=O)CSc1nnc(NC(=O)C2CC(=O)N(c3ccccc3OC)C2)s1 (configuration not stated)	-0.6	-1.1	2	0	0.3	-1.6	-1.9	-2.2	-3
O=C(c1ccccc1)c1ccc(OCC(O)CNCc2cccc(Cl)c2)cc1 (configuration not stated)	1.0	2.2	8	9	-1.0	-10	-1.8	1.1	13
COc1ccc(CNC(=O)Cc2nn(C)c(=O)c3ccccc23)cc1	1.4	1.2	3	-3	-0.8	i	/	/	7
O=C(C[n+]1ccc2c(c1)nnn2-c1ccccc1)c1ccc(Cl)cc1	/	0.1	4	-3	-0.2	-0.5	0.3	0.2	5
COc1ccccc1N(C)S(=O)(=O)c1ccc(Cl)c(C(=O)OCc2c(C)noc2C)c1	-1.4	2.9	5	4	1.2	-0.4	/	1.6	-12
O=C(COc1ccccc1Br)NCCc1nc2ccccc2[nH]1	-1.7	-1.6	0	-6	-6.1	-0.3	/	/	1
N=C1C(c2nc(-c3ccc(F)cc3)cs2)=C(O)CN1Cc1ccc(Cl)cc1	0.3	-1.5	1	17	-0.9	-0.2	-2.1	/	-2
Cc1ccc(C(C)C)c(OCC(=O)OCc2c(C)noc2C)c1	0.7	-2.5	-5	3	-6.7	-0.2	0.9	-6.7	21
CNc1cc(C)c(C#N)c2nc3ccccc3n12	0.5	1.3	+	4	0.4	-4.1	0.3	0.2	7
Cc1ccc(C2CC3CCC(C2)N3Cc2ccccc2F)cc1 (configuration not stated)	0.1	/	-2	-3	0.7	-0.2	0.0	0.0	8
O=C(COC(=O)c1ccc2c(c1)C(=O)N(Cc1ccncc1)C2=O)Nc1cccc2ccccc12	-0.5	-0.9	4	2	-1.1	-0.1	/	-0.1	-2
Cc1ccc(CCNC(=O)C2CCCN(S(=O)(=O)c3cccs3)C2)cc1 (configuration not stated)	0.1	2.0	0	2	-0.7	-2.0	-3.8	1.6	-8
O=C(O)c1ccccc1C(=O)Nc1ccc(-c2csc(-c3ccccc3)n2)cc1	-0.4	-1.0	-2	6	-0.2	-0.4	/	/	13
Cc1cc(N/N=C/c2ccc(Cl)cc2)nc(NCc2ccccc2)n1	1.2	-0.7	0	18	-3.5	i	/	0.7	-7
CCc1nnc(NC(=O)CSc2nnc(C)n2CC2CCCO2)s1 (configuration not stated)	-0.8	-0.7	-2	-8	-3.3	-0.1	/	/	1

Next records
SMILES	PfHsp40 yeast	UGM FP inh	Mtb FBA inh	GDH-TPI counter	FadD28 binding	Vc quorum ag	BioA inh	TcdB inh	Y pestis TopoI
CCOC(=O)Cn1c(=O)c(-c2ccccc2NCc2ccccc2)nc2ccccc21	-0.1	0.2	-2	11	0.9	-0.3	-0.6	/	-6
CCN(C(=O)CSc1cc(C)c2ccccc2n1)c1c(N)n(Cc2ccccc2)c(=O)[nH]c1=O	0.0	0.6	-5	-2	-1.3	-0.4	/	-2.0	3
c1ccc(CN2CCC3(CC2)Nc2ccccc2CO3)cc1	0.3	1.2	0	6	-1.9	-1.0	0.6	/	5
c1csc(Cc2nc3ccccc3[nH]2)c1	0.8	-0.8	-1	-3	-4.0	i	-1.7	1.4	5
CCOc1ccc(CN2CCN(C3CCC3)CC2CCO)cc1 (configuration not stated)	-0.2	-3.7	-2	-12	-1.0	-0.7	-0.2	1.5	-5

Random excerpt: five compounds from above, in no set order.
SMILES	PfHsp40 yeast	UGM FP inh	Mtb FBA inh	GDH-TPI counter	FadD28 binding	Vc quorum ag	BioA inh	TcdB inh	Y pestis TopoI
CCN(C(=O)CSc1cc(C)c2ccccc2n1)c1c(N)n(Cc2ccccc2)c(=O)[nH]c1=O	0.0	0.6	-5	-2	-1.3	-0.4	/	-2.0	3
c1ccc(CN2CCC3(CC2)Nc2ccccc2CO3)cc1	0.3	1.2	0	6	-1.9	-1.0	0.6	/	5
CCOc1ccc(CN2CCN(C3CCC3)CC2CCO)cc1 (configuration not stated)	-0.2	-3.7	-2	-12	-1.0	-0.7	-0.2	1.5	-5
c1csc(Cc2nc3ccccc3[nH]2)c1	0.8	-0.8	-1	-3	-4.0	i	-1.7	1.4	5
CCOC(=O)Cn1c(=O)c(-c2ccccc2NCc2ccccc2)nc2ccccc21	-0.1	0.2	-2	11	0.9	-0.3	-0.6	/	-6

Bioassay records as filed in PubChem.
